Bioassay records deposited in PubChem by several laboratories.
hcDAF-12 act: H. contortus DAF-12 nuclear receptor activators, primary screen, cell-based, luminescence, HEK293, lit1-tk-luc reporter | HEK293 hcDAF-12 lit1-tk-luc reporter; 0% DMSO, 100% Δ7-dafachronic acid | activation, % at 6.8 µM | 370,000 tested, 1.4% active | AID 652067, 2013;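 active = activation above the mean of all tested compounds plus 3 SD, cut at about 5.5% in these data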;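 note: 100% = response to 3 µM Δ7-dafachronic acid high control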
HGIII-sPLA2 inh: human group III sPLA2 inhibitors, primary screen, biochemical, QFRET, BODIPY PC-A2 liposome substrate; Group 3 secretory phospholipase A2 (Homo sapiens), Q9NZ20; QFRET BODIPY PC-A2 liposome hydrolysis, fluorescence; inhibition, % at 12.2 µM; 370,000 tested, 0.56% active; AID 743126, 2013;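 active = inhibition above mean plus 3 SD of compounds lying within the high and low control bounds, cut at about 19% in these data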;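 note: 0% = median of test compound wells and 100% = no enzyme DMSO wells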
DAX1 inh-1: DAX1 (NR0B1) inhibitors on StAR promoter, primary screen, cell-based, luminescence, SF-1 (NR5A1), full-length DAX-1. HEK293T StAR-luciferase reporter, SF-1/DAX-1 repression relief. 370,000 tested, 1.1% active. AID 652010, 2013. inhibition, % at 6.8 µM;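 active = inhibition above the mean over all tested compounds plus 3 SD, cut at about 3.6% in these data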;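 note: 0% = DAX-1 cells with DMSO and 100% = cells lacking DAX-1 with DMSO; higher inhibition means more luminescence from relief of DAX-1 repression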
ssDAF12 agonist: S. stercoralis DAF-12 nuclear receptor activators, primary screen, cell-based, luminescence, HEK293, GRIP1 co-expression, lit1-tk-luc | Nuclear hormone receptor DAF-12 (Strongyloides stercoralis) | HEK293 ssDAF-12/GRIP1 lit1-tk-luc reporter; % of 3 µM dafachronic acid response | activation, % at 6.8 µM | 370,000 tested, 1% active;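 active = activation above the mean over all tested compounds plus 3 SD, cut at about 0.9% in these data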;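 note: 0% = DMSO-only wells and 100% = 3 µM delta7-dafachronic acid wells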
DAX1 inh-2: DAX1 (NR0B1) inhibitors, primary screen, cell-based, HEK293, Gal4-DAX1, luciferase luminescence; Nuclear receptor subfamily 0 group B member 1 (Homo sapiens), P51843; HEK293 Gal4-DAX1 luciferase reporter; 340,000 tested, 0.99% active; inhibition, % at 6.75 µM; AID 504766, 2011;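 active = inhibition above the mean over all tested compounds plus 3 SD, cut at about 4.2% in these data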;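 note: 0% = DAX1-transfected cells with DMSO and 100% = empty-vector control cells with DMSO; inhibition shows as a rise in luminescence from relieved DAX1 repression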
NPR2 activator: human GC-B receptor activators, primary screen, HEK293 GC-B cells, cGMP TR-FRET, EC30 CNP; Atrial natriuretic peptide receptor 2 (Homo sapiens), P20594; 0% at EC30 CNP, 100% saturating CNP; activation, % at 10 µM; 370,000 tested, 0.11% active;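 active = activation at 10 µM reaching about 35% in either raw or pattern-adjusted values, limit read from the data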
Target sequence (P20594 whole entry, looked up): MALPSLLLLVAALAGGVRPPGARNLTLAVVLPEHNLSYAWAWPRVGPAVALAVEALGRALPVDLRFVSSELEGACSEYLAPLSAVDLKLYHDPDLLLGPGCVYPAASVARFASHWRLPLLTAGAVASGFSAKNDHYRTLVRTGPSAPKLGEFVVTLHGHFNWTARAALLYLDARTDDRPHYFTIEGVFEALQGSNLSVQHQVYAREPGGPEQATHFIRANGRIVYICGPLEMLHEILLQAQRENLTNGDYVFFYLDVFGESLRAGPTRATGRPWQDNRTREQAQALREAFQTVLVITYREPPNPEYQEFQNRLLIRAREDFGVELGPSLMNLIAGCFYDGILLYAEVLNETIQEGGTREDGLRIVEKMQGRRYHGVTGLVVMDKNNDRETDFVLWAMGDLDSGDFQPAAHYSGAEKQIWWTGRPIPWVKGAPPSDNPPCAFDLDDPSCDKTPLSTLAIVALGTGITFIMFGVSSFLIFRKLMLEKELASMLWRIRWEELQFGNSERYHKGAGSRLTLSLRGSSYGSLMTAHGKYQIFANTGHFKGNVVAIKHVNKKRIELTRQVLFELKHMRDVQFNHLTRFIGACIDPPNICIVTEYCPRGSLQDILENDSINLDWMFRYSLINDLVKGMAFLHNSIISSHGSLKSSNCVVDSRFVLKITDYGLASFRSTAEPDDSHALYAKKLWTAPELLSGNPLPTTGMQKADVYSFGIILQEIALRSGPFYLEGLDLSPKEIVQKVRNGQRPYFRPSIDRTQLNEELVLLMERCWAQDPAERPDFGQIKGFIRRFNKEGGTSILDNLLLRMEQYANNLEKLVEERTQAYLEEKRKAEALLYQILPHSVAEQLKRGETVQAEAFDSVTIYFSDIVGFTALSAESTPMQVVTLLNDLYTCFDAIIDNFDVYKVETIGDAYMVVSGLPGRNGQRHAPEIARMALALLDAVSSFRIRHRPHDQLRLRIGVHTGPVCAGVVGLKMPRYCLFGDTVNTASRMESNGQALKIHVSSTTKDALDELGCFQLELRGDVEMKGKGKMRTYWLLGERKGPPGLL
NPR1 activator: GC-A stimulated cGMP production enhancers – HEK293 GC-A cells, cGMP TR-FRET, EC30 ANP, primary screen. Atrial natriuretic peptide receptor 1 (Homo sapiens), P16066. 0% at EC30 ANP, 100% saturating ANP. activation, % at 10 µM. 370,000 tested, 0.14% active. AID 1671463, 2021; in the data active = activation above about 40%
ADAM10 inh: human ADAM10 inhibitors, primary screen, biochemical, QFRET, HTS; Disintegrin and metalloproteinase domain-containing protein 10 (Homo sapiens), O14672; recombinant ADAM10, EDANS/DABCYL FRET peptide cleavage, 3 h; inhibition, % at 7 µM; 370,000 tested, 0.62% active; AID 720582, 2013;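 active = inhibition above a per-campaign cutoff equal to the mean of compounds falling between control-based bounds plus 3 SD, cut at about 20% in these data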;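 note: 0% = DMSO wells while the 100% control is not disclosed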
hgDAF-12 ag: H. glycines DAF-12 receptor agonists, primary screen, cell-based, luminescence, HEK293, GAL4 fusion, UAS-luciferase; HEK293 GAL4-hgDAF12 UAS-luciferase reporter, agonist luminescence; normalized to butyrate control; activation, % at 6.8 µM; 370,000 tested, 1.8% active; AID 687014, 2013;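 active = activation above a cutoff set at the mean of all screened compounds plus 3 SD, cut at about 10% in these data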;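 note: 0% = DMSO wells and 100% = sodium butyrate wells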
SMARCA2 activ: SMARCA2 (BRM) function activators, primary screen, cell-based, luminescence, high throughput | MG213 cells, MMTV-luciferase reporter, dexamethasone, overnight | activation, % at 9.1 µM | 370,000 tested, 1% active; in the data active = activation above about 7.8%;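 note: 0% = vehicle wells and 100% = reference activator wells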
FXN GAA850 act: FXN promoter activators, primary screen, cell-based, luciferase luminescence, HEK293 lucGAA850. HEK293 lucGAA850 FXN promoter luciferase reporter, 24 h; percent of 10 µM SAHA response. activation, % at 6 µM. 360,000 tested, 0.56% active;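 active = activation above the average of all compounds screened plus 3 SD, cutoff fixed separately per campaign, cut at about 7.5% in these data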;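 note: 0% = DMSO wells and 100% = 10 µM SAHA wells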
* = called active by the depositor; . = not tested or not shown. The order is random. About 6.6% of those tested had a hit in this group.

SMILES	hcDAF-12 act	HGIII-sPLA2 inh	DAX1 inh-1	ssDAF12 agonist	DAX1 inh-2	NPR2 activator	NPR1 activator	ADAM10 inh	hgDAF-12 ag	SMARCA2 activ	FXN GAA850 act
COc1ccc(C(C(=O)NC2CCCC2)N(C(=O)c2ccoc2C)c2ccccc2)cc1 (stereo unspecified)	-1.8	-3	0.8	-1.5	-0.7	-13	-28	1	-3.4	-4	0.3
Oc1ccc(/C=C/c2cnccn2)cc1	1.4	-2	-0.5	-1.5	-0.2	5	5	3	4.5	5	3.6
Clc1cccc(-c2nc3c4ccccc4ccn3c2Cc2ccsc2)c1	6.0*	15	2.2	3.3*	.	0	-3	-33	10	1	.
Cc1cc(C)c(S(N)(=O)=O)c(C)c1-n1cnnn1	-1.1	1	-0.7	-1.8	-0.3	4	1	-7	-1.2	-2	-1.6
COc1ccc(Cc2nnc(NC(=O)CSc3ccc(Cl)cc3)s2)cc1OC	1.8	-7	-0.3	-1.8	.	7	3	5	0.6	1	.
CCOc1ccc(C(=O)N(Cc2ccc(N(C)C)cc2)C2CCS(=O)(=O)C2)cc1 (stereo unspecified)	-0.8	4	-0.3	-1.4	0.6	6	-1	10	1.0	3	-0.8
O=S(=O)(c1ccccc1)c1cnc(-c2cccnc2)nc1-c1ccccc1	-1.3	1	0.1	-0.7	0.5	-3	2	0	1.9	-1	1.8
CC(=O)c1ccc(NC(=O)COC(=O)c2nc(Cl)ccc2Cl)cc1	-1.8	0	0.7	0.3	0.4	1	0	3	1.5	-1	0.8
Cc1snc(S(=O)(=O)/C(C#N)=N/Nc2ccc(C(F)(F)F)cc2)c1C#N	3.6	-62	-0.3	-0.6	0.4	-3	4	11	-2.3	-1	-2.6
CCc1cc(=O)oc2c(C)c(OCC(=O)N3CCC(C(=O)O)CC3)ccc12	1.4	-4	0.3	-1.2	1.6	11	3	-278	0.1	0	0.5
CCOc1ccc(OCc2ccc(C(=O)N3CCOCC3)cc2)cc1	-0.1	-3	-0.4	-1.1	0.7	1	1	-5	1.2	-1	2.8
Cn1nc(C(=O)Nc2cccc(C(=O)NC3CC3)c2)c2ccccc2c1=O	0.4	1	0.9	-1.0	0.7	2	2	5	-0.4	-4	-2.1
O=C1CC(SC(=Nc2ccccc2)Nc2ccccc2)C(=O)N1c1cccc(Cl)c1 (stereo unspecified)	-0.8	-15	-0.3	-1.2	0.0	3	1	8	-1.0	0	-9.6
CC(Sc1nnc(CC(C)c2ccccc2)n1N)C(N)=O (stereo unspecified)	-1.6	5	0.3	-0.8	1.4	1	-1	2	-1.1	-1	-0.2
CCCc1c(C(=O)Nc2cc(C(C)(C)C)on2)cnn1-c1ccccc1	-1.0	0	-0.5	-1.1	0.4	-3	-5	9	-1.6	4	-0.5

Quoted at random: two records from the list, in no set order.
SMILES	hcDAF-12 act	HGIII-sPLA2 inh	DAX1 inh-1	ssDAF12 agonist	DAX1 inh-2	NPR2 activator	NPR1 activator	ADAM10 inh	hgDAF-12 ag	SMARCA2 activ	FXN GAA850 act
CCOc1ccc(OCc2ccc(C(=O)N3CCOCC3)cc2)cc1	-0.1	-3	-0.4	-1.1	0.7	1	1	-5	1.2	-1	2.8
O=S(=O)(c1ccccc1)c1cnc(-c2cccnc2)nc1-c1ccccc1	-1.3	1	0.1	-0.7	0.5	-3	2	0	1.9	-1	1.8

(further entries)
SMILES	hcDAF-12 act	HGIII-sPLA2 inh	DAX1 inh-1	ssDAF12 agonist	DAX1 inh-2	NPR2 activator	NPR1 activator	ADAM10 inh	hgDAF-12 ag	SMARCA2 activ	FXN GAA850 act
O=C(NCc1ccc(F)cc1)c1cc2ccccn2n1	-0.8	7	-0.7	-0.4	0.7	-4	2	-25	2.4	-1	-1.3
COC(=O)[C@]1(CNC(=O)NCCc2ccc(OC)c(OC)c2)CC(=O)N(C)[C@@H]1c1ccccc1	-1.2	3	1.5	-1.2	.	4	0	6	4.2	-1	.
CCc1noc(C)c1C(=O)Nc1nc2ccc(OC)cc2s1	0.1	-4	0.1	-1.0	-0.7	-1	1	-20	3.5	2	2.3
CCCCCOc1ccc(C(=O)OCC(=O)Nc2cc(C)c(C)cc2[N+](=O)[O-])cc1	-0.1	0	-0.3	-1.3	-0.3	-2	-1	1	0.6	-1	0.1
COc1cc2c(cc1OC)CN(c1nc(-c3cccnc3)nc3ccccc13)CC2	-3.9	-16	-3.6	-3.0	-2.2	-2	-1	-2	-4.9	-1	-0.1
CCOc1ccc(NC(=O)CN2C(=O)NC(CCSC)C2=O)cc1 (stereo unspecified)	-1.6	-1	-1.5	-1.6	1.1	0	4	-1	4.7	6	-2.3
COc1cc(C(C)=O)ccc1OCC(=O)Nc1cc(C)on1	1.9	5	2.2	-0.6	3.0	3	2	-2	5.5	3	4.8
C[C@@]12C(=O)OC(=O)[C@]1(C)C1CCC2O1	-5.0	1	-7.3	-2.0	-4.7	1	0	9	-9.5	-12	-15
COc1ccccc1C(=O)Nc1ccc2nc(SCC(=O)N(C)C)sc2c1	-2.4	-2	-0.3	-1.4	-0.8	0	0	0	-2.6	0	2.9
CC1=C(c2ccccc2)[N+](=O)C2(CCCC2)N1[O-]	1.3	3	-0.5	-0.6	1.2	-2	3	-10	-0.1	-2	0.7
O=C(NCc1nc(-c2ccccc2)no1)Nc1ccc(F)cc1	-2.2	-12	0.2	-1.6	-0.4	0	1	8	-2.4	-3	2.6
COc1ccccc1/C=C/C(=O)OCC(=O)c1cc(C)n(C)c1C	2.2	14	-1.1	-1.2	0.4	-1	1	-104	-0.6	-2	2.3
O=C1C(=O)N(Cc2cccnc2)C(c2cccc([N+](=O)[O-])c2)/C1=C(/O)c1ccc2c(c1)OCO2 (stereo unspecified)	0.0	9	1.1	-0.8	0.6	-3	-1	-8	-0.6	-4	-0.6
O=C(CSc1ccc(-c2ccco2)nn1)c1ccccc1	-0.8	-15	0.6	-0.8	-0.2	0	-4	3	2.2	-1	6.0
O=C(Nc1ccc(Br)cc1F)c1cccnc1	-0.7	5	0.4	-1.4	0.4	-1	1	-3	0.6	-2	1.2
CN(Cc1nc(-c2cccnc2)no1)S(=O)(=O)c1ccc2ccccc2c1	-1.7	-7	-0.4	-1.4	-0.3	5	0	-2	2.3	0	2.8
COc1cccc(C(C(=O)NCc2ccco2)N(Cc2ccco2)C(=O)Cn2nnc3ccccc32)c1 (stereo unspecified)	-0.7	-4	0.5	-0.8	-0.6	0	-1	-13	-1.6	-2	-5.4
CC1=C(C(=O)OCc2ccccc2)C(c2ccccc2)NC(=O)N1CCCC(=O)O (stereo unspecified)	-1.5	-1	1.3	-1.6	0.4	-9	0	2	-1.1	0	0.2
O=C(Nc1nnc(Cc2ccc(Cl)cc2)s1)c1ccncc1	-1.9	-6	0.1	-1.8	.	3	2	-3	0.1	-2	2.0
O=C(Nc1ccc(Br)cc1)c1ccc2c(c1)OCO2	6.5*	-2	2.9	0.4	2.0	0	6	-2	13*	4	4.8
O=C(O)c1ccccc1Nc1ccc([N+](=O)[O-])cc1C(=O)O	-0.3	-5	0.3	-1.0	-0.7	2	-4	7	-0.4	1	-0.1
O=C(Nc1nc(-c2cccs2)cs1)c1ccc(Cl)s1	-2.5	2	-0.1	-1.4	-0.4	-6	1	-9	11*	0	1.7
COC(=O)c1cc2n(n1)CCN(Cc1ccccc1F)C2=O	-0.5	1	0.0	-1.2	-0.4	4	-1	-1	-1.7	0	0.8
COc1cccc(NC(=O)CCN2CCN(C)CC2)c1	1.7	2	0.3	-0.9	2.2	1	-1	3	1.5	0	2.5
Cc1ccc(NC(=O)CCC(=O)c2cc(C)sc2C)nc1	-1.0	-9	0.9	-1.6	2.7	0	4	-1	0.1	-2	-2.9
CC(C)=C1SC(N2CCN(c3ccc(C)c(Cl)c3)CC2)=NC1=O	1.0	0	0.8	-1.3	-0.9	-2	-4	1	-1.8	-1	-0.3
COc1ccc(OC)c(C(=O)/C=C/c2cccnc2)c1	-2.0	-3	-0.8	-1.4	-1.6	2	-2	-8	-2.2	3	-7.0
CC(=O)C1=C(C)NC(SCC(=O)c2ccc(F)cc2)=C(C#N)C1CC(C)C (stereo unspecified)	-1.0	9	1.4	-1.2	-1.0	7	27	6	12*	-3	3.4
O=C(Nc1ccc(-c2nc3ccccc3[nH]2)cc1)c1c(F)c(F)c(F)c(F)c1F	-0.3	3	-0.3	-0.7	-0.5	-3	-3	8	0.4	3	-2.1
CCCNC(=O)Cc1c(OC)ccc2cc(Br)ccc12	-1.4	2	-0.9	-1.0	-2.0	-2	0	3	-2.7	1	1.0

Just ADAM10 inh and ssDAF12 agonist, for 6 of the compounds above:
Compound | ADAM10 inh | ssDAF12 agonist
O=C(Nc1nc(-c2cccs2)cs1)c1ccc(Cl)s1 | -9 | -1.4
COC(=O)c1cc2n(n1)CCN(Cc1ccccc1F)C2=O | -1 | -1.2
COc1cccc(NC(=O)CCN2CCN(C)CC2)c1 | 3 | -0.9
Cc1ccc(NC(=O)CCC(=O)c2cc(C)sc2C)nc1 | -1 | -1.6
CC(C)=C1SC(N2CCN(c3ccc(C)c(Cl)c3)CC2)=NC1=O | 1 | -1.3
COc1ccc(OC)c(C(=O)/C=C/c2cccnc2)c1 | -8 | -1.4

More records.
SMILES	hcDAF-12 act	HGIII-sPLA2 inh	DAX1 inh-1	ssDAF12 agonist	DAX1 inh-2	NPR2 activator	NPR1 activator	ADAM10 inh	hgDAF-12 ag	SMARCA2 activ	FXN GAA850 act
CCS(=O)(=O)c1ccc2oc(Nc3cc(Cl)ccc3OC)nc2c1	-3.2	-1	-0.8	-1.3	1.1	-2	-13	-8	0.8	-2	1.3
Cc1ccc2c(=O)oc(N(C)C)nc2c1	1.7	4	-0.2	-0.5	-1.4	-3	0	-53	2.5	3	1.3
CCCCC(=O)NNC(=O)N1c2ccccc2Sc2ccccc21	-3.0	16	-0.3	-0.8	0.5	-6	-4	3	0.8	-1	-1.3
O=c1c2ccccc2[nH]c(=S)n1Cc1cccnc1	2.2	20*	-0.3	-1.1	-1.5	4	-1	-4	-5.1	-3	1.5
Cn1cc2ccc(N)cc2n1	5.2	9	-0.2	-0.9	1.5	-3	-4	-246	-1.7	4	1.2
O=C(COC(=O)CCSc1ccccc1)NCc1ccccc1	-0.1	2	0.6	-0.7	-1.6	-2	2	-1	-2.0	-1	1.3
